Bioassay records deposited in PubChem by Sanford-Burnham Center for Chemical Genomics.
hIAP block: human IAP inhibitors, primary screen, biochemical, luminescence, uHTS | Intestinal-type alkaline phosphatase (Homo sapiens), P09923 | purified IAP, CDP-Star luminescence, 30 min | inhibition, % at 10 µM | 330,000 tested, 0.12% active;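 active = inhibition reaching a set limit with compound at 10 µM in the primary screen, cut at about 35% in these data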;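 note: plate controls were DMSO wells with enzyme for no effect and no-enzyme buffer wells for full effect; values of inactives mirror those of a sister screen read the other way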
Target sequence (P09923 whole entry, looked up): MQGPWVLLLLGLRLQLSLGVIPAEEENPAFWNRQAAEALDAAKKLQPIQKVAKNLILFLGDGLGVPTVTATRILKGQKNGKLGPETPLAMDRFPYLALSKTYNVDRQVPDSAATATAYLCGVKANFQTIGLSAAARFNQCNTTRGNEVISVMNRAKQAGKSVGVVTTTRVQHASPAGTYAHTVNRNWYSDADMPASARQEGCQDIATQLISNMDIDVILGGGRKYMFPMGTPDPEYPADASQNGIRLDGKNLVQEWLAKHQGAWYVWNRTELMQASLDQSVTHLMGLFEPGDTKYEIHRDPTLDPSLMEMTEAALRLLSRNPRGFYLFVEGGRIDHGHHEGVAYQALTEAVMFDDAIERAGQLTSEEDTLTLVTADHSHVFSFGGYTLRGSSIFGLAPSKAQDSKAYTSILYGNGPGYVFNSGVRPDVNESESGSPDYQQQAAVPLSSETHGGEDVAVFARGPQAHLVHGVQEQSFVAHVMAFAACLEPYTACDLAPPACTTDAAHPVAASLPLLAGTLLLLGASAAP
TIM10 inh: growth inhibitors of isogenic TIM10 control yeast, primary screen, counter-screen for tim10-1 yeast inhibitor project, luminescence, uHTS; S. cerevisiae TIM10 strain growth, BacTiter-Glo luminescence, 24 h; inhibition, % at 10 µM; 330,000 tested, 1.4% active;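 active = inhibition of 40% or more at the single tested concentration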;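 note: wild-type TIM10 isogenic control strain grown at permissive 25 °C; 0% = DMSO yeast wells and 100% = minimal medium wells without yeast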
mIAP inh: inhibitors of mouse IAP, primary screen, biochemical, luminescence, uHTS. purified mouse IAP, CDP-Star luminescence, 30 min. AID 2806, 2010. 330,000 tested, 0.2% active. inhibition, % at 10 µM;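 active = inhibition of at least 40% at 10 µM in the primary screen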;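 note: plate controls were DMSO with enzyme for no effect and no enzyme wells for full effect; values of inactives mirror those of a sister screen read the other way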
ATG4B inh: ATG4B protease inhibitors, primary screen, biochemical, fluorescence, uHTS; ATG4B cleavage of LC3-PLA2, NBD-HPC fluorescence, 1 h; inhibition, % at 8.33 µM; 340,000 tested, 0.51% active; AID 504462, 2011; in the data active = inhibition above about 40%
Target sequence (Q9Y4P1 whole entry, looked up): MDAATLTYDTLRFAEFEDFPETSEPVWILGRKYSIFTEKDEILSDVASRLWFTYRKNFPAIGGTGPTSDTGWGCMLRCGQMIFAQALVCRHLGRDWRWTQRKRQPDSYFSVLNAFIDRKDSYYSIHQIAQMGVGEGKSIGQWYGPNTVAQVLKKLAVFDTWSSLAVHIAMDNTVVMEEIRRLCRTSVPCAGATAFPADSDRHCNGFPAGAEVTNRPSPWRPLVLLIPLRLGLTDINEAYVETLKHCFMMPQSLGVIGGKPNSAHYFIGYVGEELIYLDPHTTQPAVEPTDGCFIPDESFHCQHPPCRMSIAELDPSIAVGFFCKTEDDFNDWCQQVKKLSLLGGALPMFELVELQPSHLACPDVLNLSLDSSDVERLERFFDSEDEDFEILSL
tim10-1 inh: growth inhibitors of tim10-1 mutant yeast, primary screen, luminescence, uHTS. S. cerevisiae tim10-1 ts strain growth, BacTiter-Glo, 24 h. inhibition, % at 20 µM. 330,000 tested, 2.2% active;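 active = inhibition of at least 40%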;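 note: mutant grown at 25 °C; 0% = DMSO wells with yeast and 100% = wells holding no yeast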
Apaf-1 inh: inhibitors of human Apaf-1 apoptosome, primary screen, biochemical, DEVD-Rh110 fluorescence, uHTS. Apoptotic protease-activating factor 1 (Homo sapiens), O14727. inhibition, % at 20 µM. AID 489030, 2010. 330,000 tested, 0.71% active. reconstituted apoptosome caspase-3 activity; active = inhibition of at least 40% at 20 µM;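 note: plate controls were DMSO wells for no effect and DEVD-CHO caspase inhibitor wells for full effect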
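Medium: Hepes buffer, pH 7.5 / System: biochemical Apaf-1 apoptosome reconstitution / Measured by: Rh110 fluorescence, excitation 480 nm, emission 540 nm / Times: compound with Apaf-1, dATP, procaspase-3 30 min, then 50 min reaction, room temperature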
hIAP act: human IAP activators, primary screen, biochemical, luminescence, uHTS. Intestinal-type alkaline phosphatase (Homo sapiens), P09923. purified human IAP, CDP-Star luminescence, 30 min; stronger effect = higher value; 1 = vehicle-only enzyme, 0 = enzyme-free background. activation factor at 10 µM. 330,000 tested, 0.16% active. AID 2524, 2010;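 active = activation factor of the enzyme at least 2-fold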; note: the source names both 10 and 20 µM as test concentration; values of inactives mirror those of a sister screen read the other way
NLRP3 yeast inh: NALP3 inflammasome inhibitors in reconstituted yeast, primary screen, luminescence, uHTS. Yeast reconstituted NLRP3/ASC/caspase-1, beta-gal luminescence, 24 h. inhibition, % at 10 µM. 330,000 tested, 0.39% active. AID 2825, 2010;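 active = inhibition of 50% or more; inactive = inhibition below 50%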;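 note: plate controls were induced DMSO wells for no effect and uninduced yeast grown without galactose for full effect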
mIAP act: activators of mouse IAP, primary screen, biochemical, luminescence, uHTS; intestinal alkaline phosphatase [Mus musculus]; muIAP, CDP-Star luminescence, 30 min; stronger effect = higher value; 1 = vehicle-only enzyme signal, 0 = enzyme-free wells; activation factor at 10 µM; 330,000 tested, 0.24% active; AID 2805, 2010;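 active = activation factor of at least 2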; note: the source names both 10 and 20 µM as test concentration; values of inactives mirror those of a sister screen read the other way
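System: mouse IAP enzyme. Reagent: CDP-Star chemiluminescent phosphatase substrate. Benchmarks: DMSO wells, no-enzyme wells. Times: 30 min enzyme-substrate-compound incubation at room temperature. Detection: luminescence from enzymatic CDP-Star hydrolysis. Doses: test compounds delivered from DMSO solution.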
* = called active by the depositor; . = not tested or not shown.

SMILES	hIAP block	TIM10 inh	mIAP inh	ATG4B inh	tim10-1 inh	Apaf-1 inh	hIAP act	NLRP3 yeast inh	mIAP act
Cc1ccc(S(=O)(=O)NCC2COc3ccccc3O2)cc1 (centres undefined)	4	-1	12	7	26	-5	0.96	1	0.88
N#Cc1sc2nccc(Nc3ccccc3)c2c1N	0	0	-8	-7	13	2	1	36	1.1
CCCCCCn1c(-c2ccco2)nc2oc3cc(OC)ccc3c(=O)c2c1=O	12	45*	12	3	34	22	0.88	17	0.88
CN(C)C=Nc1nonc1-c1ncn[nH]1	1	3	-1	-3	4	-7	0.99	17	1
CC(C)Oc1ccc(C(=O)Nc2cccc(S(=O)(=O)N3CCCC3)c2)cc1	-10	12	-20	4	22	6	1.1	0	1.2
COc1ccc(N(C)S(=O)(=O)c2cccc(C(=O)OCC(=O)Nc3sc4c(c3C#N)CCCCC4)c2)cc1	3	-15	7	-12	-7	19	0.97	12	0.93
CCc1cc2ccc(C)cc2nc1SCC(=O)NC1CCCC1	8	5	2	-10	-5	7	0.92	18	0.98
Cc1cc(C)c(C(=O)COC(=O)Cn2nc(-c3ccccc3)oc2=O)cc1C	-4	-9	4	-4	5	5	1	24	0.96
CN(C(=O)CN1C(=O)NC2(CCc3ccccc32)C1=O)C1CCCCC1 (centres undefined)	2	-3	-1	-19	8	-4	0.98	23	1
CC/C(=N\NC(=O)c1ccc2c(c1)OCO2)C12CC3CC(CC(C3)C1)C2	3	-3	-6	-9	9	-1	0.97	10	1.1
O=C(O)c1ccccc1/C=N/Nc1nc(N2CCCCC2)nc(N2CCCCC2)n1	-2	4	6	.	10	-6	1	15	0.94
Cc1noc(/C=C/N(C)C)c1S(=O)(=O)N1CCCC(C(=O)NCc2cccs2)C1 (centres undefined)	0	13	-9	-4	12	3	1	1	1.1
CN1C(=O)C(CC(=O)Nc2ccc(Cl)cc2)N(Cc2ccco2)C1=S (centres undefined)	-17	18	7	-5	12	1	1.2	7	0.93
O=C(c1ccco1)N(Cc1ccc([N+](=O)[O-])cc1)c1ccc(Br)cc1	5	23	2	18	20	12	0.95	14	0.98
CC(C(=O)Nc1ccccc1C(=O)N1CCCC1)n1nnc2ccccc21 (centres undefined)	-8	3	-4	4	2	-1	1.1	-8	1
CCN(CC)CCNC(=O)c1ccc(NC(=O)c2ccc(C(=O)c3ccccc3)cc2)cc1	9	4	8	5	7	16	0.91	19	0.92
Cc1ccc(C(=O)NCCCCNC(=O)c2ccc(C)o2)o1	4	-4	-8	2	1	8	0.96	3	1.1
COCC(=O)Nc1ccc(Br)cc1	10	-14	9	4	-26	-10	0.9	22	0.91
Cc1cc(C)c2oc(=O)cc(CN3CCC(C)CC3)c2c1	-9	13	13	7	27	14	1.1	-2	0.87
CCc1ccccc1N1C(=O)[C@@H]2Cc3ccccc3CN2C1=O	-11	-15	4	-3	-23	-1	1.1	24	0.96
OCC1(CC2CCCCO2)CCN(Cc2cccc(O)c2)CC1 (centres undefined)	-15	-5	-4	24	-8	-6	1.1	15	1
CCC(=O)N1CCc2cc(Br)cc(S(=O)(=O)N(C)c3ccc(OC)cc3)c21	3	-4	-3	-2	10	27	0.97	13	1
CCN(CC)CCCNC(=O)c1cn(CC)c2ccc(S(=O)(=O)N3CCc4ccccc4C3)cc2c1=O	2	10	14	4	-3	6	0.98	22	0.86
C/C(=N\NC(=O)C1CC1c1ccccc1)c1cccs1 (centres undefined)	16	14	0	-1	23	0	0.84	21	1
Cn1c(=O)c2c(nc(Sc3ncnn3CC(=O)N3CCOCC3)n2C)n(C)c1=O	-2	-5	-2	-3	1	-6	1	5	1
CNC(=O)CSc1nnc(-c2cccs2)o1	-3	5	-5	-4	36	5	1	-1	1.1
CNC(=O)CN1C(=O)CSc2nc(C)cc(C)c21	15	9	13	-7	-15	-8	0.85	5	0.87
C[C@@H]1C[C@H]2[C@@H]3C[C@H](F)C4=CC(=O)C=C[C@]4(C)[C@@]3(F)[C@@H](O)C[C@]2(C)[C@@]1(O)C(=O)CO	14	-5	8	-4	-15	-10	0.86	-1	0.93
Cc1ccc(S(=O)(=O)NC(C)(C)C)cc1C(=O)OC(C)C(=O)NC1CC1 (centres undefined)	4	1	6	-4	0	5	0.96	-19	0.94
COc1ccc(NC(=O)CSC2CCCCC2)cc1	7	-3	-4	-4	-4	-14	0.93	26	1
COCc1ccc(C(=O)N2CCCC(C(=O)c3cccc(C(F)(F)F)c3)C2)o1 (centres undefined)	12	-5	5	-7	3	-17	0.89	14	0.95
O=C(NCCCCCCNC(=O)c1cncc(O)c1)c1cncc(O)c1	11	13	-4	5	-2	-16	0.89	5	1
Fc1ccc(NC(=S)N2CCCC(c3ccccc3)=N2)cc1	6	34	-1	-3	18	7	0.94	-14	1
CCOc1ccc(S(=O)(=O)N2CCC(C(=O)NCc3cccnc3)CC2)cc1Cl	-2	14	-3	-3	-10	1	1	6	1
CC(C)CCCN1C(N(C)C)=NC[C@@H]1C	-8	-7	3	0	-4	-10	1.1	8	0.97
N#Cc1c(NCCCO)nc(-c2ccccc2)c2c1CCCC2	-12	16	36	-4	28	6	1.1	-35	0.64
COc1ccccc1N1CCN(C(=S)NC(=O)/C=C/c2ccc(F)cc2)CC1	10	12	8	0	32	7	0.9	13	0.92
CCOC(=O)c1[nH]c(C)c(C(=O)Nc2ccccc2F)c1C	24	18	17	-8	5	8	0.76	11	0.83
COc1ccc(-c2nc(C3CCCCC3)c3cc(OC)ccc3n2)cc1	0	-6	0	8	8	17	1	22	0.99
CN(CC(=O)Nc1ccc(N2CCOCC2)cc1)C(=O)c1ccc(CS(C)(=O)=O)cc1	-1	-9	10	5	3	-6	1	20	0.9

The closing 2 compounds of the part above open the next one.
SMILES	hIAP block	TIM10 inh	mIAP inh	ATG4B inh	tim10-1 inh	Apaf-1 inh	hIAP act	NLRP3 yeast inh	mIAP act
COc1ccc(-c2nc(C3CCCCC3)c3cc(OC)ccc3n2)cc1	0	-6	0	8	8	17	1	22	0.99
CN(CC(=O)Nc1ccc(N2CCOCC2)cc1)C(=O)c1ccc(CS(C)(=O)=O)cc1	-1	-9	10	5	3	-6	1	20	0.9
O=S(=O)(NCCCCCNS(=O)(=O)c1c(F)cccc1F)c1ccc2c(c1)OCCO2	-12	0	-2	-1	-7	1	1.1	6	1
Cc1cccc(C)c1NC(=O)CNC(=O)c1ccc(COc2ccccc2)o1	22	-4	2	-5	-2	-7	0.78	-2	0.97
CCOC(=O)/C(=N\Nc1cccc(Cl)c1)Sc1nnc(-c2ccc(OC)cc2)n1C	-7	17	-2	-7	15	11	1.1	33	1
COc1cccc(CN(C)Cc2nc(C3CC3)no2)c1	-2	12	-6	0	14	-6	1	13	1.1
COc1ccc(C2=NOC(Cn3nc(C(=O)NCc4cccs4)cc3-c3ccccc3)C2)cc1 (centres undefined)	8	6	-19	-4	12	13	0.92	15	1.2
Cc1c(C)c2ccc(OCC(=O)N3CCC[C@@H]3C(=O)O)c(C)c2oc1=O	14	1	1	4	4	-8	0.86	14	0.99
Cc1nn(CCCC(=O)NCc2ccco2)c(=O)c2nn(-c3ccccc3)c(C)c12	-32	0	6	-5	21	0	1.3	10	0.94
CCCN1CCN(CCCNC(=O)Cn2cc3c(n2)CCCC3)CC1	13	0	13	-4	10	18	0.87	21	0.87
CCn1cc(C(=O)O)c(=O)c2cc(F)c(N3CCN(S(=O)(=O)c4ccc(NC(C)=O)cc4)CC3)cc21	6	-6	6	-3	18	-6	0.94	12	0.94
O=C(O)CCS(=O)(=O)c1cccc2cccnc12	-8	-15	-2	0	-18	-6	1.1	8	1
CC1=NN(C(=O)c2csc(C(C)C)c2)C(O)(C(F)(F)F)C1 (centres undefined)	-6	5	0	-1	15	-13	1.1	1	1
Cc1cccc2cc(C3CC(c4ccco4)=NN3S(C)(=O)=O)c(Cl)nc12 (centres undefined)	0	17	6	-4	18	1	1	2	0.94
COCCNC(=O)C1CCC(=O)N1S(=O)(=O)c1ccc(C)cc1 (centres undefined)	4	-4	-1	-3	3	-6	0.96	-2	1
CCCn1c(=N)n(CC(O)COc2cccc(C)c2)c2ccccc21 (centres undefined)	14	-17	-10	-6	0	15	0.86	11	1.1
C=CCn1c(C)cc(C(=O)COC(=O)C2CC(=O)N(Cc3ccccc3)C2)c1C (centres undefined)	5	36	-1	-5	35	9	0.95	1	1
Cc1ccc(S(=O)(=O)Nc2nc(C)c(C(=O)NNS(=O)(=O)c3cc(C)ccc3C)s2)cc1	-2	5	4	0	-4	1	1	-14	0.96
Cc1ccc(S(=O)(=O)N2CCN(S(=O)(=O)N(C)C)CC2)c(C)c1	7	-7	-3	-11	16	-12	0.93	17	1
COc1ccc2[nH]cc(CCNC(=O)CC[C@H]3O[C@@H](n4cc(C)c(=O)[nH]c4=O)C[C@@H]3O)c2c1	.	-9	-1	0	1	3	.	.	1
COC(=O)C1=C(C)N(C)C(=O)NC1c1c(OC)ccc2ccccc12 (centres undefined)	-7	10	-8	3	10	-6	1.1	4	1.1
O=C1c2ccccc2C(Nc2ccc(S(=O)(=O)N3CCCCCC3)cc2)N1c1ccccn1 (centres undefined)	-2	10	-3	10	14	17	1	5	1

Sorted by the number under mIAP inh (rising): 4 of the compounds above
| molecule | mIAP inh |
| --- | --- |
| CCCn1c(=N)n(CC(O)COc2cccc(C)c2)c2ccccc21 (centres undefined) | -10 |
| COC(=O)C1=C(C)N(C)C(=O)NC1c1c(OC)ccc2ccccc12 (centres undefined) | -8 |
| COCCNC(=O)C1CCC(=O)N1S(=O)(=O)c1ccc(C)cc1 (centres undefined) | -1 |
| Cc1cccc2cc(C3CC(c4ccco4)=NN3S(C)(=O)=O)c(Cl)nc12 (centres undefined) | 6 |

Further compounds.
SMILES	hIAP block	TIM10 inh	mIAP inh	ATG4B inh	tim10-1 inh	Apaf-1 inh	hIAP act	NLRP3 yeast inh	mIAP act
CCOc1ccc(NC(=O)CCN2CCN(S(=O)(=O)c3ccc(F)cc3)CC2)cc1	15	8	2	-5	9	-4	0.85	8	0.98
CN(C)S(=O)(=O)N1CCCC(C(=O)c2ccc(C(F)(F)F)cc2)C1 (centres undefined)	18	7	3	27	13	-3	0.82	-12	0.97
CC(C)CCN1CCN=C1Nc1ccccc1	-4	-7	3	4	-26	-6	1	21	0.97
Cc1cc(C)c(C)c(S(=O)(=O)N2CCC(C(=O)Nc3ccncc3)CC2)c1C	-2	10	-6	-15	16	4	1	1	1.1
Cc1c(Nc2nc3ccccc3nc2NS(=O)(=O)c2ccccc2)c(=O)n(-c2ccccc2)n1C	14	6	-5	-16	-8	-22	0.86	-2	1
C=CCc1cccc(Cl)c1OCCCNC1CCCC1	-4	-25	-9	0	-7	11	1	26	1.1
COC(=O)c1ccc(CSc2nnc(Nc3cccc(OC)c3)s2)o1	18	0	1	-9	-4	8	0.82	26	0.99
Cc1ccc(CCNC(=O)Cn2ccc3cc(S(=O)(=O)N4CCCC4)ccc32)cc1	-32	-1	-12	-12	11	10	1.3	-8	1.1
O=C(CNS(=O)(=O)c1ccc(F)c(Cl)c1)N1CCCCCC1	-7	3	8	-2	26	3	1.1	-1	0.92
